High-throughput results: PubChem, several laboratories
AGP1-GFP MLPCN – modulators of TOR pathway AGP1-GFP in S. cerevisiae; S. cerevisiae AGP1-GFP multiplex flow cytometry, 3 h; GFP as percent of DMSO wells; GFP response vs DMSO, % at 10 µM; 0.02% of 320,000 active;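 active = GFP response relative to DMSO above a set limit, near screen average plus 3 SD, cut at about 150% in these data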;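 also: median GFP channel fluorescence of the gated AGP1 strain per well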
RPL19A-GFP yeast – alters RPL19A-GFP fluorescence in TOR pathway yeast screen. S. cerevisiae RPL19A-GFP strain, flow cytometry, 3 h; stronger effect = lower value. percent response vs DMSO, % at 10 µM. 0.3% of 330,000 active. AID 2025;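 active = percent response vs DMSO below 50%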;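 also: median channel GFP fluorescence of the barcoded RPL19A-GFP strain; ratio of sample median GFP to plate DMSO average so 100% = DMSO; lower means less RPL19A-GFP as with rapamycin TOR inhibition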
Yeast superoxide – lowers age-related superoxide in aged yeast cells | 0.18% of 330,000 active | AID 2690 | S. cerevisiae aged cells, superoxide DHE fluorescence; stronger effect = lower value | superoxide response (% of plate mean), % at 10 µM;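 active = superoxide response under a set limit, about three screen SD below normal, cut at about 65% in these data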;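 also: yeast aged for seven days with compound at 30 °C before DHE staining; 100% = average MFI of all compound-treated wells on the plate with controls excluded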
AHR act – activates the human aryl hydrocarbon receptor; P35869; AHR-responsive luciferase reporter cells, luminescence; activation, % at 5 µM; 2.5% of 320,000 active; AID 2796; in the data active = activation above about 47%;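 also: 0% = vehicle wells and 100% = reference agonist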
Target sequence (P35869 whole entry, looked up): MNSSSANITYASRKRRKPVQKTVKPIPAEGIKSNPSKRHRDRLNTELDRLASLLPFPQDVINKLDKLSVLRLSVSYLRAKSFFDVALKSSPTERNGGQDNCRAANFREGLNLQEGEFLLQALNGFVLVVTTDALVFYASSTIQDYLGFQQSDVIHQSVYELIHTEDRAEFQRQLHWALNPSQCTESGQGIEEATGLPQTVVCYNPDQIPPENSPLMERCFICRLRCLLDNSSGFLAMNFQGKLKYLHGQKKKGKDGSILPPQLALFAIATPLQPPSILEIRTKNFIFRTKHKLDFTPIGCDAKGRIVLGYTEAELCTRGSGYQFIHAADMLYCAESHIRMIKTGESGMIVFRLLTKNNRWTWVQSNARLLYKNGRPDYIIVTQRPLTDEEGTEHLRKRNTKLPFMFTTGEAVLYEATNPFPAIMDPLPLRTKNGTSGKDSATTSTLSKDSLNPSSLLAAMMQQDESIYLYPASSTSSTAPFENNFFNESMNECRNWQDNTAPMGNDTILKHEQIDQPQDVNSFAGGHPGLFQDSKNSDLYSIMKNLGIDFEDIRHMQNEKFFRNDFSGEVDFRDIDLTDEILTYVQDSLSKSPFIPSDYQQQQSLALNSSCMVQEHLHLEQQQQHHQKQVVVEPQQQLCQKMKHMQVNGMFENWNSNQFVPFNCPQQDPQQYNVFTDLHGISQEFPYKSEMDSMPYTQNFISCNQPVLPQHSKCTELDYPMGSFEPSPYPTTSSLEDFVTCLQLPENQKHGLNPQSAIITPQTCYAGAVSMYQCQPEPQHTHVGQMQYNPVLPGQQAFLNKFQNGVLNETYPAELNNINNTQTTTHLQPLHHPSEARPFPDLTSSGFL
LAP4-GFP MLPCN – yeast TOR pathway LAP4-GFP modulation; S. cerevisiae LAP4-GFP multiplex, flow cytometry GFP, 3 h; median GFP as percent of DMSO wells; GFP response vs DMSO, % at 10 µM; 0.34% of 320,000 active;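 active = GFP response vs DMSO above a set limit, about the screen mean plus 3 SD, cut at about 150% in these data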
Efflux pump mplx – antifungal efflux pump inhibition, Nile Red retention. AID 485275. S. cerevisiae Candida pump triplex. inhibition, % at 10 µM. 0.44% of 330,000 active;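 active = plate passing quality check with inhibition over a set limit, or well fluorescence over plate mean plus 4 SD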;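 also: Nile Red retained in pooled yeast measured as flow cytometry median fluorescence; 0% = buffer negative control and 100% = Enniatin B positive control; higher means more Nile Red kept so more efflux inhibition; some compounds called inactive have numbers as strong as hits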
CIT2-GFP yeast – modulators of TOR pathway CIT2-GFP in S. cerevisiae; S. cerevisiae CIT2-GFP strain, flow cytometry, 3 h; 100 means same as DMSO wells; 0.065% of 320,000 active; GFP response vs DMSO, % at 10 µM;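 active = GFP response relative to DMSO above a set limit, near the screen mean plus 3 SD, cut at about 150% in these data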;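 also: ratio of well median GFP fluorescence to mean of DMSO wells on the plate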
MEP2 TOR yeast – modulators of TOR pathway MEP2-GFP in S. cerevisiae | S. cerevisiae MEP2-GFP strain, flow cytometry GFP, 3 h; 100% = DMSO control level | GFP response vs DMSO, % at 10 µM | 0.51% of 330,000 active | AID 2016;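 active = GFP response versus DMSO above a set limit, roughly screen mean plus 3 SD, cut at about 180% in these data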;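 also: median GFP fluorescence of the barcode-gated MEP2-GFP cells per well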
* marks the source's active call; other numbers are inactive results; · = not tested or not shown.

SMILES | AGP1-GFP MLPCN | RPL19A-GFP yeast | Yeast superoxide | AHR act | LAP4-GFP MLPCN | Efflux pump mplx | CIT2-GFP yeast | MEP2 TOR yeast
Cc1ccc(C)c(NC(=O)CS(=O)(=O)c2cn(C)c3ccccc23)c1 | 108.9 | 101.6 | 97.1 | 8.1 | 98.0 | -0.1 | 103.7 | 106.5
O=C(CSCc1ccccc1F)NCc1ccccc1 | 118.0 | 113.4 | 85.8 | -0.2 | 115.5 | 0.0 | 115.2 | 110.3
CC(C)N(Cc1nc(-c2ccc3c(c2)OCO3)no1)CC1CCC(=O)N1 (stereo not drawn) | 95.8 | 94.6 | 123.3 | 16.6 | 103.2 | 0.0 | 90.2 | 94.9
COc1cc(/C=C2/NC(=O)N(Cc3ccccc3F)C2=O)cc(OC)c1O | 108.1 | 99.6 | 95.5 | 0.7 | 97.6 | -0.1 | 109.5 | 96.9
COc1ccc(-c2csc(NC(=O)CSc3nnnn3C)n2)cc1OC | 89.2 | 87.3 | 97.6 | 12.1 | 93.6 | -0.1 | 93.0 | 87.8
O=C(COC(=O)c1cc(=O)[nH]c2ccccc12)Nc1nc(-c2cccc(Br)c2)cs1 | 97.5 | 107.3 | 96.8 | 5.0 | 83.8 | -0.4 | 105.8 | 99.9
O=C(Nc1ccccc1Cl)C1CCCN(c2ncnc3c2nc2n3CCCCC2)C1 (stereo not drawn) | 97.3 | 101.3 | 132.7 | 6.3 | 98.9 | 0.1 | 99.2 | 99.1
O=C(NCC1CCCO1)c1c(O)c2ccccc2[nH]c1=O (stereo not drawn) | 105.9 | 102.6 | 98.1 | -4.5 | 93.2 | 0.1 | 94.5 | 85.4
O=S(=O)(NCc1ccccc1)c1ccc2c(c1)OCCO2 | 94.8 | 98.1 | 92.0 | -0.7 | 96.5 | 0.0 | 88.9 | 96.6
CCOC(=O)c1[nH]c(C)c(C(=O)Nc2ccc3c(c2)CCC3)c1C | 105.6 | 101.8 | 101.0 | 9.8 | 100.9 | -0.1 | 105.2 | 104.7
O=C(O)COc1c(-c2ccccc2)oc2ccccc2c1=O | 94.5 | 100.6 | 146.1 | 2.4 | 102.0 | 0.5 | 94.1 | 101.4
CC1CCCCC1NC(=O)COc1ccccc1C#N (stereo not drawn) | 95.9 | 96.4 | 86.2 | 2.3 | 94.0 | -0.1 | 101.7 | 97.4
O=C(CC(C(=O)O)c1cccc(Br)c1)c1ccc(Cl)cc1 (stereo not drawn) | 93.9 | 105.6 | 108.9 | 2.4 | 91.3 | 0.0 | 98.4 | 106.5
COc1ccc(NC(=O)c2ccco2)cc1S(=O)(=O)N1CCCCC1 | 97.5 | 98.2 | 92.0 | 3.4 | 99.0 | -0.1 | 94.7 | 100.8
CN(Cc1ccc(N(C)C)cc1)C(=O)c1cc2ccccc2o1 | 92.9 | 96.3 | 118.8 | 4.6 | 102.0 | 0.0 | 89.6 | 95.0
Cn1c(CO)nc2cc(N)ccc21 | 106.2 | 99.1 | 104.0 | 3.0 | 108.0 | -0.1 | 107.5 | 105.0
CCNc1nc2nonc2nc1NCC | 89.2 | 103.9 | 101.8 | -1.3 | 101.6 | 0.0 | 90.0 | 104.1
COc1ccc(-c2nc(CS(=O)(=O)CC(=O)NCCc3ccccc3)c(C)o2)cc1 | 98.4 | 98.0 | 85.9 | 1.3 | 94.1 | 0.0 | 103.8 | 98.9
c1cn(CCCNC2CCCCCCC2)cn1 | 97.8 | 90.5 | 98.7 | -1.0 | 97.0 | 0.2 | 87.2 | 83.1
COc1ccccc1Nc1c2ccccc2nc2ccccc12 | 95.7 | 104.0 | 89.4 | 6.9 | 92.5 | 0.1 | 99.5 | 101.2
Cc1cc(C)c2sc(NC(=O)C3CC3)nc2c1 | 94.7 | 93.2 | 77.5 | 106.0* | 113.7 | -0.1 | 100.6 | 97.8
CN1CCN(c2nc3cc(C(F)(F)F)ccc3n3cccc23)CC1 | 100.7 | 104.0 | 95.9 | 11.4 | 103.8 | -0.1 | 102.1 | 101.7
Cc1cnc(C(=O)OCC(=O)C23CC4CC(CC(C4)C2)C3)cn1 | 94.0 | 94.0 | 96.3 | 1.2 | 92.1 | 0.3 | 94.2 | 99.4
COc1ccc(NC(=O)C2CC(c3c(F)cccc3Cl)=NO2)cc1OC (stereo not drawn) | 101.8 | 104.6 | 99.1 | 0.0 | 95.3 | 0.0 | 103.5 | 111.5
N#C/C(=C\c1ccc(C(=O)O)cc1)S(=O)(=O)c1cc(Br)ccc1Br | 68.9 | 88.0 | 91.8 | 0.2 | 78.0 | 0.1 | 85.4 | 87.6
COc1ccc(-c2cnc(N)n2C)cc1 | 103.0 | 104.0 | 107.7 | 2.5 | 97.2 | -0.1 | 102.3 | 101.7
CCCn1c(=S)[nH]c2cc(C(=O)N3CCc4ccccc4C3)ccc2c1=O | 102.3 | 109.4 | 101.3 | 1.3 | 94.1 | 0.2 | 102.0 | 103.7
CCOC(=O)N1CCN(C2CCCN(C(=O)c3ccccc3SC)C2)CC1 (stereo not drawn) | 99.3 | 100.0 | 96.9 | 2.5 | 91.9 | -0.1 | 101.8 | 105.6
CN(c1ccccc1)S(=O)(=O)c1ccc(Cl)nc1 | 98.5 | 97.1 | 94.5 | -3.1 | 99.8 | -0.1 | 100.2 | 88.4
Cc1cc(C)c2nncn2n1 | 95.9 | 95.9 | 116.3 | 1.0 | 98.3 | 0.1 | 95.0 | 98.2
CCOc1ccc(Cc2nc(C)c(CC(=O)N3CCOCC3)c(=O)[nH]2)cc1 | 108.8 | 103.0 | 118.1 | -0.7 | 102.7 | -0.2 | 110.4 | 104.5
COc1ccc2oc(=O)c(C(=O)Nc3cccc(C)c3)cc2c1 | 103.4 | 94.7 | 90.7 | -2.9 | 114.2 | -0.1 | 91.9 | 93.0
Cc1cc2nnc(SCc3ccccc3)n2c(N)n1 | 92.7 | 92.4 | 89.3 | 0.0 | 91.7 | -0.2 | 100.5 | 94.4
COc1cccc(OC)c1C(=O)NNC(=O)c1cccnc1 | 100.7 | 94.3 | 121.6 | -1.5 | 99.9 | 0.0 | 92.7 | 93.3
O=C(CNc1cc(S(=O)(=O)N2CCOCC2)ccc1NCC1CCCO1)Nc1cccc(F)c1 (stereo not drawn) | 85.8 | 69.7 | 76.0 | -4.9 | 76.2 | 0.2 | 85.3 | 90.9
O=C(CSc1nc2scc(-c3ccccc3)c2c(=O)[nH]1)NC1CCCCC1 | 100.3 | 99.5 | 90.2 | -2.2 | 104.8 | 0.0 | 100.7 | 101.0
NS(=O)(=O)c1ccc(O)c(NC(=O)c2ccc([N+](=O)[O-])cc2)c1 | 100.4 | 97.0 | 118.5 | -0.9 | 102.1 | 0.0 | 108.0 | 115.9
CC(C)c1nc2cc(C(=O)NC(C)c3cnn(C)c3)ccc2o1 (stereo not drawn) | 108.7 | 103.7 | 90.0 | 4.4 | 115.0 | 0.0 | 113.3 | 112.1
O=C(CCC(=O)NCc1ccccc1)NCc1ccccc1 | 107.3 | 108.8 | 92.7 | 0.2 | 95.3 | -0.2 | 113.2 | 107.2
CC(C)(C)c1nc(CN2CCCCC2)cc(CN2CCCCC2)c1O | 102.0 | 98.5 | 94.2 | 2.9 | 93.8 | 0.0 | 89.9 | 101.6
NNC(=O)c1ccc(Cn2cc(Br)cn2)o1 | 105.8 | 100.6 | 98.0 | 31.5 | 105.5 | -0.1 | 96.6 | 99.2
CC(C)(C)[C@H]1C=C(C(=O)Nc2ccccc2)O[C@@H](OCc2ccc(CO)cc2)C1 | 96.6 | 92.2 | 93.5 | 0.9 | 124.6 | 0.0 | 80.0 | 102.1
COC(=O)c1ccc(Oc2ccc(C(F)(F)F)cn2)cc1 | 100.1 | 106.4 | 85.0 | -0.1 | 89.8 | -0.1 | 99.0 | 95.3
CCCN1CCN(S(=O)(=O)c2ccc3c(c2)OCCO3)CC1 | 99.6 | 104.8 | 100.8 | -0.6 | 88.2 | 0.0 | 109.0 | 100.4
COc1ccc(C(=O)/C=C/c2cn(CC(O)CN3CCN(C)CC3)c3ccccc23)cc1OC (stereo not drawn) | 98.6 | 97.4 | 96.1 | 1.1 | 110.2 | 0.0 | 94.8 | 93.2
O=S1(=O)CCC(N=Nc2c(O)n(Cc3ccccc3)c3ccccc23)C1 (stereo not drawn) | 96.3 | 94.3 | 76.2 | -1.4 | 104.9 | -0.1 | 103.0 | 96.4
CC(c1ccco1)N(C(=O)C12CC3CC(CC(C)(C3)C1)C2)c1ccccn1 (stereo not drawn) | 105.1 | 97.4 | 76.5 | -0.5 | 99.2 | -0.1 | 105.0 | 103.3
CC(=O)Nc1cccc(C(=O)Nc2ccc(S(=O)(=O)NC3=NCCCCC3)cc2)c1 | 94.0 | 90.4 | 92.7 | 2.9 | 93.6 | 0.1 | 90.8 | 97.0
O=C(c1cc(-c2ccc(Cl)cc2Cl)on1)N1CCOCC1 | 90.7 | 95.8 | 124.0 | -6.6 | 108.4 | -0.1 | 91.3 | 96.3
CCc1ncc(C)[nH]1 | 96.3 | 103.9 | 89.7 | 0.4 | 112.2 | -0.2 | 96.5 | 99.8
COc1cc2cnc(CCO[C@H]3CCCCO3)cc2cc1OC | 105.5 | 112.2 | 117.8 | 3.3 | 104.0 | -0.5 | 107.7 | 101.2
Cc1cc(N2CCCC(C(=O)Nc3ccc4c(c3)CCC4)C2)n2ncnc2n1 (stereo not drawn) | 101.5 | 96.8 | 84.7 | 0.6 | 100.2 | -0.1 | 105.1 | 99.9
CCOC(=O)c1cnc2c(Cl)c(Cl)ccc2c1NCCN1CCOCC1 | 109.5 | 102.3 | 123.6 | 2.3 | 101.9 | 0.0 | 102.2 | 99.6
NS(=O)(=O)c1ccc(CCNC(=O)c2cc(=O)[nH]c3ccccc23)cc1 | 97.7 | 107.0 | 109.4 | 11.5 | 97.2 | 0.0 | 100.2 | 103.9
COc1ccc(C(=O)NCc2nnc(SCC(=O)c3ccccc3)n2C)cc1 | 104.4 | 100.5 | 106.5 | 0.8 | 101.2 | 0.0 | 98.8 | 101.0
O=C(NC12CC3CC(CC(C3)C1)C2)c1ccccc1O | 86.2 | 88.9 | 95.1 | -2.6 | 84.1 | -0.1 | · | 96.5
CNc1nnc(CSc2nc(C)cc(C)n2)s1 | 99.2 | 95.0 | 91.1 | 4.3 | 104.3 | 0.2 | 97.6 | 107.6
CCOC(=O)c1c(S(=O)(=O)Nc2cccc(-c3ccno3)c2)c(C)n(C)c1C | 99.2 | 96.7 | 110.8 | 1.1 | 96.9 | 0.1 | 94.1 | 91.8
CCN1CCN(Cc2c(O)ccc3c2O/C(=C\c2ccccc2)C3=O)CC1 | 95.3 | 94.6 | 123.7 | 1.8 | 92.7 | -0.1 | 93.5 | 96.2
C[C@H](NC(=O)[C@@H]1Cc2ccccc2CN1)C(=O)NC[C@H]1CC[C@H](C(=O)O)CC1 | 97.4 | 104.2 | 95.5 | 2.1 | 94.2 | 0.4 | 100.0 | 100.8
Cc1ccc(N2C(=O)c3cccc4cccc(c34)C2=O)cc1 | 95.9 | 98.0 | 116.6 | 5.4 | 94.6 | -0.2 | 96.1 | 95.4
COc1ccc(OC)c(NC(=O)CSc2nnnn2-c2ccccc2F)c1 | 93.7 | 90.4 | 89.9 | 4.5 | 101.1 | -0.1 | 107.2 | 118.5

3 structures out of the list, ordered by length of the SMILES, low to high:
SMILES | AGP1-GFP MLPCN | RPL19A-GFP yeast | Yeast superoxide | AHR act | LAP4-GFP MLPCN | Efflux pump mplx | CIT2-GFP yeast | MEP2 TOR yeast
COc1cc2cnc(CCO[C@H]3CCCCO3)cc2cc1OC | 105.5 | 112.2 | 117.8 | 3.3 | 104.0 | -0.5 | 107.7 | 101.2
CCN1CCN(Cc2c(O)ccc3c2O/C(=C\c2ccccc2)C3=O)CC1 | 95.3 | 94.6 | 123.7 | 1.8 | 92.7 | -0.1 | 93.5 | 96.2
CC(=O)Nc1cccc(C(=O)Nc2ccc(S(=O)(=O)NC3=NCCCCC3)cc2)c1 | 94.0 | 90.4 | 92.7 | 2.9 | 93.6 | 0.1 | 90.8 | 97.0
